SKKanGAS inh = inhibitors of SKKanGAS S. pyogenes growth in kanamycin (SK-promoter or general growth effect) | actives 1.3% (n = 300,000) | inhibition, % at 7.5 µM | BacTiter-Glo, 6 h;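 active means mean replicate score, as percent of positive control median, at least 50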;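 further: strain carries kanamycin resistance gene driven by streptokinase promoter and grows in 40 µg/ml kanamycin; loss of luminescence reflects streptokinase promoter inhibition or plain growth inhibition; 0% = median of DMSO wells and 100% = positive control at its reference dose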
TRPC4 potent = allosterically enhances the mouse TRPC4 cation channel. Q9QUQ5. HEK293 TRPC4beta/mu-opioid, DAMGO EC20, Fluo-4 Ca2+ flux; hits give high values. B-score at 10 µM. actives 0.42% (n = 310,000);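 active means B-score of calcium response area above 5 SD of library B-scores, with initial fluorescence ratio within 5 SD of library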;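 further: B-score of integrated fluorescence ratio over time as area under calcium response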
TRPC6 inh = mouse TRPC6 channel inhibition. HEK293-TRPC6, membrane potential dye, ACh-evoked depolarization; hits give low values. Q61143. AID 2553. actives 1.1% (n = 310,000). B-score at 10 µM;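 active means B-score under library mean minus 3 SD, initial fluorescence not abnormally high, positive integrated signal ratio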;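 further: B-score derived from integrated fluorescence ratio over the kinetic read; more negative B-score means stronger inhibition of depolarization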
KLF5 inh = kruppel-like factor 5 inhibition; DLD-1 KLF5 promoter-luciferase reporter, luminescence; inhibition, % at 5 µM; actives 0.23% (n = 290,000); AID 1700;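 active means inhibition above a per-plate limit of that plate's mean compound inhibition plus 3 SD, cut at about 60% in these data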;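 further: 0% = DMSO wells and 100% = LY294002 at 200 µM; higher means less KLF5 promoter-driven luciferase light; inactives centre near -14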
HIF act = HIF pathway transcriptional activation | U2OS HRE-luciferase reporter, luminescence; normalized: DMSO 0%, desferrioxamine 100% | activation, % at 7.5 µM (by protocol) | AID 1910 | actives 0.32% (n = 300,000);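 active means mean activation of at least 10% of the iron chelator positive control signal, with at least half of replicates also reaching 10%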
IEC-6 tox = IEC-6 cytotoxicity, counter-screen for KLF5 inhibitors; actives 0.78% (n = 290,000); luminescence viability; inhibition, % at 5 µM; in the data active means inhibition above about 22%;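 further: 0% = plate median of test compound wells and 100% = cytotoxic reference compound wells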
MrgX1 antagonist = blocks BAM8-22 activation of human MrgX1 receptor; Q96LB2; MRGX1-HEK293 calcium flux, Fluo-4, BAM8-22 antagonism; hits give low values; B-score at 10 µM; actives 1.3% (n = 310,000); AID 588676;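 active means calcium-response B-score plate-corrected more than 3 library SD below zero, starting fluorescence within 5 deviations, no agonist response on first addition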;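 further: peak minus trough fluorescence over baseline after final BAM8-22 challenge near maximal dose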
Target sequence (Q96LB2 whole entry, looked up): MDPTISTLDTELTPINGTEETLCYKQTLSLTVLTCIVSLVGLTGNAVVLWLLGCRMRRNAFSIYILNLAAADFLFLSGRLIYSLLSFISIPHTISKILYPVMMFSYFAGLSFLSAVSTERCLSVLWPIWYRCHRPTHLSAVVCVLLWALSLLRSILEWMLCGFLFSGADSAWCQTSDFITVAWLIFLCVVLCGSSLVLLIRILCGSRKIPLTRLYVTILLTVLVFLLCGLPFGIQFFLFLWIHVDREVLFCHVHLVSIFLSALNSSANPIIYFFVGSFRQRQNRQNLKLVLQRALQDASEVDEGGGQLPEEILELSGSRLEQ
TRPC4 block = inhibitors of mouse TRPC4 channel | Q9QUQ5 | actives 0.39% (n = 300,000) | HEK293 TRPC4beta/mu-opioid, DAMGO-evoked Fluo4 calcium flux; hits give low values | B-score at 10 µM | AID 2247;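 active means B-score over 3 SD under the library average, no early fluorescence shift, positive overall ratio signal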
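Assay system – HEK293 line stably carrying TRPC4beta and mu-opioid receptor · Doses – single dose · Detection – Fluo4 calcium-dye fluorescence, kinetic read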
aSyn 5UTR inh = 5' untranslated region of α-synuclein, MLPCN primary screen; alpha-synuclein 5'UTR reporter, inhibitor activity; AID 1813; inhibition, % (tested at 7.5 µM); actives 0.82% (n = 300,000); in the data active means inhibition above about 60%;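 further: H4 neuroglioblastoma cells stably carrying SNCA 5'UTR luciferase fusion; 0% = DMSO wells and 100% = positive control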
TRPC4 act = opens the mouse TRPC4 cation channel | Q9QUQ5 | HEK293 TRPC4beta/mu-opioid, Fluo4 calcium fluorescence; hits give high values | B-score at 10 µM | AID 2237 | actives 0.49% (n = 310,000);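 active means B-score above 5 SD of library B-scores, and initial fluorescence ratio not above library mean plus 5 SD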;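 further: positive B-score marks a calcium rise read as TRPC4 activation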
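System: HEK293 cells stably co-expressing mouse TRPC4beta and mu-opioid receptor; Schedule: Fluo4 dye loading 45 min at room temperature, 110 s recording; Detection: Fluo4 fluorescence, kinetic; Evaluation: B-scored integrated calcium fluorescence ratio; Controls: buffer (low) and maximal DAMGO (high).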
TRPC6 act = mouse TRPC6 channel activation. B-score at 10 µM. Q61143. HEK293-TRPC6 membrane potential dye fluorescence; hits give high values. actives 0.13% (n = 310,000);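 active means B-score of the integrated fluorescence ratio above library mean plus 3 SD, and starting fluorescence ratio within library mean plus 5 SD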;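 further: higher score means more depolarization so channel activation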
The depositor's hits bear a star; i = inactive; nt = not tested or not shown.

Order of values – SKKanGAS inh, TRPC4 potent, TRPC6 inh, KLF5 inh, HIF act, IEC-6 tox, MrgX1 antagonist, TRPC4 block, aSyn 5UTR inh, TRPC4 act, TRPC6 act
1: Cc1ccc(CNC(=O)COc2ccc(S(=O)(=O)N3CCOCC3)cc2)cc1
  -4, i, i, nt, 0.0, nt, i, i, -5, i, i
2: CCc1nn(C(C)C(=O)Nc2cccc(C)c2C)c(=O)c2cc3occc3n12 (stereo not drawn)
  4, i, i, 12, -0.1, -1, i, i, 9, i, i
3: O=C(NNC(=O)c1ccccc1O)c1cc2ccccc2o1
  19, i, i, nt, -37, nt, i, i, -86, i, i
4: CCSc1nnc(NC(=O)CN(C)S(=O)(=O)c2ccc(F)cc2)s1
  -3, i, i, -4, 0.1, -2, i, i, 12, i, i
5: CC1(C)CC(=O)C=C(C(=O)N2CCCC(CCC(=O)NCc3ccccc3F)C2)O1 (stereo not drawn)
  -6, i, i, -16, 0.7, -3, i, i, 5, i, i
6: CCOC(=O)c1ccc(NC(=O)CSC2=NC(=O)C(CC)C(=O)N2)cc1 (stereo not drawn)
  -1, i, i, 1, 0.0, 0, i, i, -27, i, i
7: CC1CC(C)(C)NC(=S)N1CCC(=O)N1c2ccccc2CC1C (stereo not drawn)
  -1, i, i, -18, -0.7, -7, i, i, -27, i, i
8: Cc1ccc(CNC(=O)c2cccnc2)cc1
  2, i, i, nt, 0.4, nt, i, i, -5, i, i
9: COc1cc2c(C(=O)N(C)c3ccc(F)cc3)cn(C)c(=O)c2cc1OC
  -2, i, i, -17, 0.4, 2, i, i, 5, i, i
10: Cc1ccc(S(=O)(=O)NC2=NCCC2)cc1
  -3, i, i, 2, 0.2, -4, i, i, -1, i, i
11: CCNC(=O)CC1C(=O)N(c2ccc(C)cc2)C(=O)N1CCC(C)C (stereo not drawn)
  -2, i, i, -1, -1.6, 1, i, i, 10, i, i
12: CC(=O)N1CCN(c2cccc(C)c2C)CC1
  -1, i, i, -22, -0.6, -2, i, i, -7, i, i
13: O=C(CN1CCN(C(=O)N2CCOCC2)CC1)Nc1cc(Cl)ccc1Cl
  1, i, i, -10, -0.1, 0, i, i, 11, i, i
14: O=C(O)Cc1sc(-c2ccc(Cl)cc2)nc1-c1ccccc1
  7, i, i, 19, -0.4, 6, i, i, -30, i, i
15: N#CCCN(Cc1ccccc1)C(=S)Nc1ccccc1
  -2, i, i, -14, -0.3, -12, i, i, -11, i, i

Limited to MrgX1 antagonist, KLF5 inh and TRPC6 inh (two entries from above):
No. | Compound | MrgX1 antagonist | KLF5 inh | TRPC6 inh
7 | CC1CC(C)(C)NC(=S)N1CCC(=O)N1c2ccccc2CC1C (stereo not drawn) | i | -18 | i
12 | CC(=O)N1CCN(c2cccc(C)c2C)CC1 | i | -22 | i

Remaining list, next part
Order of values – SKKanGAS inh, TRPC4 potent, TRPC6 inh, KLF5 inh, HIF act, IEC-6 tox, MrgX1 antagonist, TRPC4 block, aSyn 5UTR inh, TRPC4 act, TRPC6 act
16: CC(=O)Nc1ccc(OCCC[n+]2cccc(C(=O)[O-])c2)cc1
  7, i, i, -23, 0.5, -8, i, i, 2, i, i
17: O=C(O)C12CC3CC(C1)CC(n1ncc(N4CCN(c5ccccc5)CC4)c(Cl)c1=O)(C3)C2
  4, i, i, -12, -0.2, 4, i, i, 12, i, i
18: O=C(O)CCCN1C(=O)/C(=C\c2ccco2)SC1=S
  3, i, i, -26, 0.1, -20, nt, i, -141, i, i
19: O=C(O)c1nn(-c2cccc(C(F)(F)F)c2)ccc1=O
  -3, i, i, -9, 0.2, 2, i, i, 0, i, i
20: CCCc1nc(SCC(=O)N2CCCC2)c2c(=O)n(C)c(=O)n(C)c2n1
  6, i, i, -1, 0.2, 2, i, i, -4, i, i
21: CC(=O)c1ccc(OC(C)C)c(Cc2c(O)nc(N)[nH]c2=O)c1
  -1, i, i, -5, -0.4, -2, i, i, 1, i, i
22: CC1(NC(=O)COc2ccccc2-c2ccccc2)CCS(=O)(=O)C1 (stereo not drawn)
  -4, i, i, -8, -1.5, 0, i, i, 1, i, i
23: CCCc1cc(C(=O)Nc2cc(C)on2)no1
  -5, i, i, 5, 0.5, 4, i, i, -15, i, i
24: O=C(O)/C=C/c1cn(Cc2ccccc2Cl)nc1-c1ccccc1
  9, i, i, 13, -0.2, 9, i, i, 28, i, i
25: N#Cc1c(N2CCN(C(=O)c3ccccc3Cl)CC2)nc(-c2ccccc2)c2c1CCCC2
  26, i, i, -12, -0.5, -7, i, i, 0, i, i
26: COC(=O)c1ccc(-n2nnnc2SCC(=O)Nc2ccccc2C(=O)OC)cc1
  -12, i, i, -2, -0.4, -1, nt, i, -3, i, i
27: CCOC(=O)c1c(NC(=O)CSc2nnc(CNc3ccc(F)cc3)o2)sc(C(C)=O)c1C
  10, i, i, 0, -0.3, 0, i, i, -5, i, i
28: CC(=O)NCCc1ccc(S(=O)(=O)N(C)C2CCS(=O)(=O)C2)cc1 (stereo not drawn)
  -3, i, i, -47, -0.3, 0, i, i, 13, i, i
29: CCc1ccc(C2CC(=O)N3CN(c4ccccc4)CSC3=C2C#N)cc1 (stereo not drawn)
  15, i, i, -7, 0.8, 4, i, i, 12, i, i
30: CC(=O)OC1OCCOC1NC(=S)NCc1ccco1 (stereo not drawn)
  -3, i, i, -32, -47, -11, i, i, -23, i, i

Order of values – SKKanGAS inh, TRPC4 potent, TRPC6 inh, KLF5 inh, HIF act, IEC-6 tox, MrgX1 antagonist, TRPC4 block, aSyn 5UTR inh, TRPC4 act, TRPC6 act
31: Nc1nonc1-n1nnc(C(=O)N/N=C/c2c(Cl)cccc2Cl)c1CSC1=NCCS1
  8, i, i, -9, 0.3, 4, i, i, 8, i, i
32: Cc1cc(C(=O)NCC(C)(C)N2CCOCC2)c(C)o1
  0, i, i, nt, 1.1, nt, i, i, -4, i, i
33: CN(n1cnc2ccccc2c1=O)S(C)(=O)=O
  2, i, i, -14, -0.8, 15, i, i, -4, i, i
34: NC(=O)[C@@H]1CCCN1C(=O)c1cc(COc2ccc3c(c2)CCCC3)on1
  7, i, i, -51, 3.1, -5, i, i, -59, i, i
35: COC(=O)C1=C(C)N(C2CCCC2)C(=O)C1(NC(C)=O)C(F)(F)F (stereo not drawn)
  4, i, i, -16, -0.6, 5, i, i, 11, i, i
36: COc1ccc(C(Nc2ccccn2)c2oc(CO)cc(=O)c2O)cc1 (stereo not drawn)
  -2, i, i, 2, 0.1, 7, i, i, 15, i, i
37: COc1ccccc1N(CC(=O)NC1CCCCC1)S(=O)(=O)c1cccs1
  -1, i, i, -7, 0.0, 1, i, i, 15, i, i
38: Cn1c(=O)n(C)c2cc(S(=O)(=O)N3CCCCC3)ccc21
  2, i, i, -19, -0.1, -4, i, i, -35, i, i
39: Cc1cccc(NC2=C(Cl)C(=O)OC2OC(=O)c2ccco2)c1 (stereo not drawn)
  1, i, i, 4, -0.8, -2, i, i, 3, i, i
40: COc1ccc(CC(=O)N2CCN(c3ccccc3)CC2)cc1OC
  -3, i, i, -38, 0.8, -1, i, i, 0, i, i
41: COc1ccccc1C(=O)Nc1ccc(-c2nnn(CC(=O)N3CCOCC3)n2)cc1
  2, i, i, -11, 0.0, -4, i, i, -19, i, i
42: c1ccc(CCNC2=NCCCS2)cc1
  0, i, i, -5, -0.2, 4, i, i, -2, i, i
43: Cc1cc(C)c(C)c(S(=O)(=O)Nc2ccccc2C(=O)NCCCN2CCOCC2)c1C
  -1, i, i, -44, -0.1, 3, i, i, -7, i, i
44: CCOC(=O)c1ccc(OCCOc2cccc(C)c2)cc1
  16, i, i, -26, -0.5, 4, i, i, 3, i, i
45: CCCc1cc(N2CCCC(C(=O)NCc3ccc4c(c3)OCO4)C2)n2ncnc2n1 (stereo not drawn)
  -2, i, i, 6, 0.1, 5, i, i, 9, i, i

Profiles, quoted from the list. Screens in order: SKKanGAS inh | TRPC4 potent | TRPC6 inh | KLF5 inh | HIF act | IEC-6 tox | MrgX1 antagonist | TRPC4 block | aSyn 5UTR inh | TRPC4 act | TRPC6 act
`CCCc1cc(N2CCCC(C(=O)NCc3ccc4c(c3)OCO4)C2)n2ncnc2n1` (stereo not drawn) is listed as -2 | i | i | 6 | 0.1 | 5 | i | i | 9 | i | i
`Nc1nonc1-n1nnc(C(=O)N/N=C/c2c(Cl)cccc2Cl)c1CSC1=NCCS1` is listed as 8 | i | i | -9 | 0.3 | 4 | i | i | 8 | i | i

More structures follow:
Order of values – SKKanGAS inh, TRPC4 potent, TRPC6 inh, KLF5 inh, HIF act, IEC-6 tox, MrgX1 antagonist, TRPC4 block, aSyn 5UTR inh, TRPC4 act, TRPC6 act
46: CC1Cc2ccccc2N1c1ncnc2c1nnn2Cc1ccccc1Cl (stereo not drawn)
  32, i, i, -6, 0.0, 4, i, i, 31, i, i
47: CCNc1cc2n(c(=O)n1)CCc1cc(OC)c(OC)cc1-2
  3, i, i, -41, 0.2, -2, i, i, 18, i, i
48: Clc1ccccc1-c1nnc(-c2cccs2)o1
  1, i, i, -72, 1.2, -1, i, i, -215, i, i
49: CCCn1c(N)c(N(CCOC)C(=O)c2ccc(N3CCCC3=O)cc2)c(=O)[nH]c1=O
  18, i, i, nt, -0.6, nt, i, i, 4, i, i
50: COc1ccc(CCN2C(=O)CS/C2=N/NC(=O)c2ccccc2F)cc1OC
  -6, i, i, 8, -0.2, -4, i, i, -12, i, i
51: O=C(COC(=O)c1ccncc1)c1ccc(Br)cc1
  3, i, i, -52, -0.2, -9, i, i, -3, i, i
52: CCc1nc(SCC(=O)c2c[nH]c3ccccc23)n[nH]1
  -11, i, i, -38, 0.3, 3, i, i, -57, i, i
53: O=C(O)CN=C1NC2(CCCCC2)Cc2ccccc21
  -9, i, i, -8, 0.0, 7, i, i, -8, i, i
54: CCc1nc(SCc2cccnc2)c(C#N)cc1C
  0, i, i, -7, -0.5, 6, i, i, 21, i, i
55: Oc1cccnc1CCc1ccccc1
  -4, i, i, -59, 0.2, 0, i, i, -6, i, i
56: COc1ccc(OCC(O)CNC(=O)c2ccc(Br)cc2)cc1 (stereo not drawn)
  -2, i, i, -13, 0.2, 2, i, i, 19, i, i
57: O=C(C[n+]1ccn(CCCNP2(=O)C=C(c3ccccc3)OC(c3ccccc3)=C2)c1)c1cccs1
  3, i, i, -5, 101*, -6, i, i, 4, i, i

Bioassay records (PubChem BioAssay)
